L3MBTL1 block: L3MBTL1 (human) inhibition; Q9Y468; AlphaScreen L3MBTL1–H3K9me1 peptide binding; Potency, µM (highest dose often 57.1 µM), for inactives: top-dose activity, negative = inhibition, hits mostly inhibitors; 0.66% of 230,000 active; AID 485360; note: nearly all actives have a fitted effect of over 60% in size
Target sequence (Q9Y468 whole entry, looked up): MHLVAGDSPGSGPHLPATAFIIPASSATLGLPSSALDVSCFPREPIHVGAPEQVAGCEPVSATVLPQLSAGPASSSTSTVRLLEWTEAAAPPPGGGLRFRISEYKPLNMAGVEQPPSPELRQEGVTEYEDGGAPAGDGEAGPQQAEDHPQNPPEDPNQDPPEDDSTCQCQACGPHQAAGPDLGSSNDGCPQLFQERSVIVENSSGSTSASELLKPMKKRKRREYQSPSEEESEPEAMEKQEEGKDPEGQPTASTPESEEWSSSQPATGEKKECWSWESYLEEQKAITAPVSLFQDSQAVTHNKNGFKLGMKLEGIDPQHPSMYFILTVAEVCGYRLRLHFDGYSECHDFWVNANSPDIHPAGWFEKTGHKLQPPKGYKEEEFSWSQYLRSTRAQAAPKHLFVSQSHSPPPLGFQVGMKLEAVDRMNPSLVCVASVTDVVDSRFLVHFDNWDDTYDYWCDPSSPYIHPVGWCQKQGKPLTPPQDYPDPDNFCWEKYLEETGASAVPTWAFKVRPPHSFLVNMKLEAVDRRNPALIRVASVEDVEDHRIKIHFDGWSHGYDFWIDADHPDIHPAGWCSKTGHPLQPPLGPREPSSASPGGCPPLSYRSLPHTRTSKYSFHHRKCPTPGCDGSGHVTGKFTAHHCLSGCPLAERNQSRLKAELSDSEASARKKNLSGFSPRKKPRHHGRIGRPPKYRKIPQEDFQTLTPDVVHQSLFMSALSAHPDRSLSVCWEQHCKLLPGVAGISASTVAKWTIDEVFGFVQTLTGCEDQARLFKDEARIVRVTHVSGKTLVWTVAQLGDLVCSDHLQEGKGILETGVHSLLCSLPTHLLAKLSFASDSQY
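AlphaScreen assay: L3MBTL1 (50 nM final) was preincubated 30 min at room temperature with biotinylated H3(1-15)K9me1 peptide (75 nM final), then 30 min with library compounds; streptavidin donor and nickel chelate acceptor beads (10 ug/mL final) added, 30 min dark.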
ALDH1A1 block: inhibitors of human aldehyde dehydrogenase 1A1; P00352; Potency, µM (top dose mostly 75.3 µM), for the others: at the highest dose activity, negative = inhibition, actives largely listed as inhibitors; Purified ALDH1A1, NADH fluorescence, propionaldehyde substrate; 7.3% of 220,000 active; active = well fitted inhibition curve with a large enough effect, not every such curve was filed as active; inconclusive = small, poorly fitted or top-dose-only effect, or another doubt; inactive = no such curve, though single readings can be large or run the other way;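 note: plate controls were no enzyme wells and a reference inhibitor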
Tau fibril FP: blocks human tau fibril formation measured by polarization; P10636; K18 P301L tau heparin fibrillization, Alexa594 FP, 6 h; Potency, µM (titrated, usually from 57.7 µM), for the others: at the highest dose activity, negative = inhibition, actives largely listed as inhibitors; 0.39% of 280,000 active; note: nearly all actives have a fitted effect of over 55% in size
Target sequence (P10636 561-689 P618L limits assumed): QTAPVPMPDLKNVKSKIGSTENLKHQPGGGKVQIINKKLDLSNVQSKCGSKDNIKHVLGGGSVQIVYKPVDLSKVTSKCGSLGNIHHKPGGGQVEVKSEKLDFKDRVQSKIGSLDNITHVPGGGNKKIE
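Quantitative HTS format: compounds meet 15 uM recombinant K18 P301L tau and Alexa 594-tau tracer in 100 mM sodium acetate pH 7; 20 uM heparin triggers fibrillization at 37 C over 6 hr; FP gives the signal.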
TRb-SRC2 inh: inhibitors of human thyroid hormone receptor beta-SRC2 interaction. 0.065% of 280,000 active. AID 1469. TRbeta-SRC2 peptide binding, fluorescence polarization; receptor liganded with 1 µM T3. Potency, µM (series often up to 106 µM), without a hit: at the top dose activity change, negative = inhibition, actives largely listed as inhibitors;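 note: plate controls were bound peptide for no effect and peptide without receptor for full effect; nearly all actives have a fitted effect of over 50% in size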
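A fluorescence polarization screen tested compounds at multiple concentrations against complex formation between 0.6 uM TRb ligand-binding domain and 20 nM Texas Red SRC2 peptide, with 1 uM T3 present; readout after 5 hr.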
TexasRed fluor: Texas Red fluorescence interference in TRb-SRC2 counter-screen. TRb/SRC2 Texas Red total fluorescence interference. Potency, µM (doses to about 106 µM), without a hit: at the highest dose fluorescence change, negative = quenching. 0.29% of 280,000 active; active = well fitted curve in either direction with a large enough effect; inconclusive = small, poorly fitted or top-dose-only effect
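Human TRb ligand-binding domain at 0.6 uM with 20 nM Texas Red SRC2 peptide in Tris buffer containing 1 uM T3 and 5% DMSO, incubated with compound 5 h at ambient temperature. Total fluorescence (555/632 nm) calculated as parallel + 2 × perpendicular.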
aGal spleen mod: inhibits or activates alpha-galactosidase in human spleen homogenate. P06280. human spleen homogenate, 4MU-alpha-Gal fluorescence, 40 min. Potency, µM (series often up to 80 µM), without a hit: at the top dose activity change, negative = inhibition, most hits filed as inhibitors. 0.008% of 240,000 active;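 note: 0% = enzyme with vehicle and -100% = no enzyme basal signal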
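Human spleen homogenate (1 ug) was the enzyme source, with 4-methylumbelliferyl-alpha-D-galactopyranoside (1 mM final) in pH 5.0 citrate buffer with 0.01% Tween-20. Compounds were titrated; after 40 min at 37C, NaOH/glycine stop, 4-MU fluorescence read; AC50 from Hill fits.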
Tau fibril ThT: tau fibrillization inhibition (ThT binding). Potency, µM (top dose mostly 57.4 µM), for inactives: top-dose activity, negative = inhibition, actives largely listed as inhibitors. recombinant tau K18 P301L, heparin-induced fibrillization, ThT fluorescence. 2.1% of 270,000 active. P10636; note: nearly all actives have a fitted effect of over 55% in size
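Aggregation was driven by heparin (20 uM final) acting on recombinant tau […] bearing P301L in 100 mM sodium acetate pH 7; fibrils were detected with Thioflavin T.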
Tau fluor counter: counter-screen for tau fibril formation inhibitors | tau K18 P301L Alexa594 fluorescence, heparin fibrillization | AID 1463 | 0.93% of 280,000 active | Potency, µM (series often up to 57.7 µM), inactives show top-dose activity change, negative = decrease; note: nearly all actives have a fitted effect of over 55% in size
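Human tau K18 P301L (15 uM unlabeled, 0.24 uM Alexa 594-labeled) in 100 mM sodium acetate pH 7 with 20 uM heparin, 6 hr at 37 C. ThT 30 uM added, 1 hr ambient; Alexa 594 FP and total fluorescence read at 555/632 nm.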
Starred values were filed as active, the others as inactive; u = inconclusive; x = not tested or not shown; & = joins results of further samples; [ ] = another dose, or the depositor's remark. Unless noted, calls come from the whole dose curve; as a rule, active = well fitted curve in the direction sought with a large enough effect; inconclusive = small, poorly fitted or top-dose-only effect, or another doubt; inactive = no such curve, though single readings can be large; an effect the other way counts as inactive or inconclusive. Unless noted, % is set by controls: 0 for no effect and ±100 for the full control effect; potency is the fitted concentration of half-maximal effect.

SMILES	L3MBTL1 block	ALDH1A1 block	Tau fibril FP	TRb-SRC2 inh	TexasRed fluor	aGal spleen mod	Tau fibril ThT	Tau fluor counter
O=C1C(Nc2ccc(O)cc2)=C/C(=N/S(=O)(=O)c2cccs2)c2ccccc21	13µM*	u	u	u	-2%	12%	13µM*	13µM*[quencher]
Cc1cccc(N2CCN(c3nc4nonc4nc3N3CCSCC3)CC2)n1	6%	u	11%	-1%	0%	4%	-1%	-16%
C=CCn1c(NCc2ccc3c(c2)OCO3)nc2ccccc21	-1%	-11%	8%	9%	-1%	5%	-5%	-15%
CCC(CC)C(=O)Nc1cc(C(=O)OC)ccc1C(=O)OC	13%	-8%	1%	-4%	-3%	4%	-13%	-12%
COc1ccc(/C=N/n2c(=O)[nH]c3c([nH]c4ccc(F)cc43)c2=O)cc1CN1CCCCC1	-10%	2%	9%	7%	0%	u	-9%	-11%
CCOc1ccc(Nc2nc3ccccc3n3cnnc23)cc1	-9%	x	12%	4%	-9%	-5%	u	u
Cc1ccc(CNC(=O)C(=O)NCC(c2ccc3c(c2)OCO3)N2CCOCC2)cc1 (stereo unspecified)	x	x	8%	1%	-1%	x	-6%	-4%
CCOc1ccccc1CNCc1c(C(=O)O)n(Cc2ccc(F)cc2)c2cc(C)ccc12	x	x	9%	3%	-1%	x	-5%	-5%
CCOC(=O)CSc1nc2sc3c(c2c(=O)[nH]1)CC(C)(C)OC3	1%	u	4%	-5%	3%	-3%	-7%	3%
Cc1nc(CC(=O)N2CCN(c3cccc(C)c3C)CC2)cs1	-4%	6%	-3%	-2%	-4%	17%	-7%	-3%
COc1cccc(C(=O)Nc2nc(-c3ccncc3)cs2)c1	x	20µM*	10%	u	-26%	5%	u	-4%
COC(=O)C1(C(=O)OC)Cc2conc2[C@H]1c1ccccc1	x	2%&6%&-4%	u	-1%&6%&-1%	-2%&-1%&-1%	6%&-2%&5%	u	u
CCCOc1ccccc1C1CC(=O)NC2=C1C(=O)CCC2 (stereo unspecified)	5%	-12%	0%	0%	2%	-11%	-6%	-7%
CCSc1nc2ccccc2c(=O)n1C1CCOC(C)(C)C1 (stereo unspecified)	x	7%	-9%	4%	-1%	-4%	-11%	-10%
COc1ccc(CNC(=O)c2cnn3c(C(F)F)cc(C)nc23)cc1	-6%	0%	3%	-5%	0%	-1%	-9%	-2%
Cc1c(C(=O)Nc2cccc(S(=O)(=O)N3CCCC3)c2)oc2ccccc12	x	x	-17%	-2%	1%	13%	x	-22%
COCC(=O)NCc1nc2cccnc2n1Cc1ccc(F)cc1	x	x	-14%	-7%	-4%	x	-1%	-8%
CCOC(=O)c1sc(NC(=O)CSc2nc3ccccc3s2)c(C(=O)OCC)c1C	5%	-13%	-3%	5%	-8%	5%	0%	-1%
CC(=O)NCc1ccc(-c2csc(N)n2)s1	25%	u	u	-13%	9%	14%	u	-24%
Cc1ccc(C)n1CCN1CCN(C(=O)CC#N)CC1	37%[activator]	u	4%	1%	3%	0%	u	-3%
CC(C)C(C)(C#N)NC(=O)CSc1nc2scc(-c3ccccc3)c2c(=O)[nH]1 (stereo unspecified)	4%	11µM*	-6%	-1%	-1%	9%	u	-12%
O=C(c1ccc(Cl)cc1)N(Cc1ccco1)Cc1ccco1	x	x	-4%	-1%	-3%	x	-4%	1%
COc1cccc(C2CC(c3ccccc3)n3ncnc3N2)c1 (stereo unspecified)	x	8%	-5%	-14%	-2%	3%	-8%	-6%
COc1ccc(OC)c(C(=O)CSc2nnnn2C)c1	-1%	u	2%	7%	-7%	0%	0%	6%
Cc1ccc(C)c(CS(=O)(=O)c2cn(CC(=O)N(C(C)C)C(C)C)c3ccccc23)c1	x	x	-4%	-2%	-2%	x	-3%	-10%
COc1cccc(NC(=O)CSc2nc3ccccc3c(=O)n2CCCC(=O)N2CCCC2)c1	13%	u	8%	-8%	0%	-9%	-14%	-14%
C/C(CCc1oc2ccccc2c1-c1ccc(C)o1)=N/O	-10%	u	-3%	-9%	-9%	4%	u	-23%
COc1cccc(/C=N\NC(=O)C2=NNC(=O)C2C)c1O (stereo unspecified)	u	1%	-7%	-1%	-7%	7%	u	-16%
Cc1c(C(N)=O)cc([N+](=O)[O-])cc1[N+](=O)[O-]	x	-1%	3%	8%	-1%	0%	5%	-2%
Cc1ccc(Nc2c(-c3ccccn3)nc3ccc(C)cn23)cc1	x	-6%	-5%	-6%	-1%	-3%	u	-29%

Part of the list above in order of SMILES length, descending.
SMILES	L3MBTL1 block	ALDH1A1 block	Tau fibril FP	TRb-SRC2 inh	TexasRed fluor	aGal spleen mod	Tau fibril ThT	Tau fluor counter
COc1cccc(NC(=O)CSc2nc3ccccc3c(=O)n2CCCC(=O)N2CCCC2)c1	13%	u	8%	-8%	0%	-9%	-14%	-14%
Cc1c(C(N)=O)cc([N+](=O)[O-])cc1[N+](=O)[O-]	x	-1%	3%	8%	-1%	0%	5%	-2%
Cc1ccc(Nc2c(-c3ccccn3)nc3ccc(C)cn23)cc1	x	-6%	-5%	-6%	-1%	-3%	u	-29%

One compound at a time, from the list above. Values in the order: L3MBTL1 block, ALDH1A1 block, Tau fibril FP, TRb-SRC2 inh, TexasRed fluor, aGal spleen mod, Tau fibril ThT, Tau fluor counter
Cc1c(C(N)=O)cc([N+](=O)[O-])cc1[N+](=O)[O-] as listed: x, -1%, 3%, 8%, -1%, 0%, 5%, -2%
Cc1ccc(C)c(CS(=O)(=O)c2cn(CC(=O)N(C(C)C)C(C)C)c3ccccc23)c1 as listed: x, x, -4%, -2%, -2%, x, -3%, -10%

More compounds follow:
SMILES	L3MBTL1 block	ALDH1A1 block	Tau fibril FP	TRb-SRC2 inh	TexasRed fluor	aGal spleen mod	Tau fibril ThT	Tau fluor counter
Brc1ccc2oc(-c3ccn[nH]3)cc2c1	0%	x	-4%	-1%	-2%	-6%	12%	-11%
Cn1cc(S(=O)(=O)N2CCCC2)cc1C(=O)Nc1ccc(C(F)(F)F)cc1	x	x	-13%	-10%	45µM*[quencher]	x	-3%	6%
O=C(Nc1ccc(OC(F)(F)F)cc1)c1ccc2nccnc2c1	-6%	2%	-2%	2%	-6%	-3%	-2%	-3%
CN(C)c1nc(N(C)C)nc(N2CCCCC2)n1	-6%	9%	9%	-5%	0%	2%	-4%	-1%
O=C1C2CCCCC2C(=O)N1Cc1ccccc1 (stereo unspecified)	0%	u	-15%	-4%	-5%	1%	-3%	-3%
COc1ccc(CNC(=O)c2ccc3c(c2)N(C)C(=O)CS3=O)cc1 (stereo unspecified)	-7%	-9%	-5%	3%	-1%	10%	-8%	-5%
O=C(NCCCO)/C(=C\C=C\c1ccccc1)NC(=O)c1ccccc1Cl	0%	-2%	2%	10%	-1%	2%	-4%	-2%
C=CCNC(=S)/C(=C(/[O-])c1ccccc1Br)[n+]1ccccc1	1%	-10%	-9%	5%	0%	-4%	-12%	-7%
Cc1ccc(Nc2nc(N/N=C\c3ccc4c(c3)OCO4)nc(N3CCOCC3)n2)cc1	-12%	-7%	8%	2%	-7%	6%	-14%	-24%
COc1ccc(OC(=O)COc2ccc(C)cc2)cc1	9%	-1%	-5%	0%	0%	-4%	-17%	-8%
CC(C)CNC(=S)N1CCC(NC(=O)c2ccco2)CC1	x	3%	-17%	0%	-1%	2%	-9%	-14%
COc1cccc(-c2csc(N3CCN(CC(=O)NNC(=O)c4ccco4)CC3)n2)c1	-15%	u	6%	-4%[53 µM]	0%[53 µM]	3%	-16%	-10%
COC(=O)C1=C(C(=O)OC)[C@@H]2N(Cc3ccccc3)c3ccccc3[C@@]23C[C@@H](C(=O)OC)N(S(=O)(=O)c2ccc(C#N)cc2)C3=N1	x	-6%[13.5 µM]	-1%[11.6 µM]	1%[11.2 µM]	-1%[11.2 µM]	4%[17.5 µM]	-2%[11.5 µM]	-12%[11.6 µM]
O=C(Cn1cnc2ccccc21)OCC(=O)N1CCc2ccccc2C1	0%	28µM*	-2%	0%	-3%	-19%	-13%	-6%
CC1CCCN(c2nc3c(-c4ccc(Cl)cc4)nnn3c3ccccc23)C1 (stereo unspecified)	x	x	0%	-7%	-1%	x	-9%	-12%
CCCCNC(=O)c1cc(-c2cccnc2)nc2ccc(S(=O)(=O)NCCCC)cc12	x	x	-7%	-2%	5%	x	-7%	-9%
CCCCc1nc2ccccc2c(NC(=O)CN(CC)CC)c1CCC	x	u	-3%	2%	-1%	8%	-21%	-11%
O=C(N1CCOCC1)C12CC3CC(C1)CC(c1ccccc1)(C3)C2	4%	10%	9%	-6%	0%	-5%	-7%	-10%
N#Cc1c(-c2ccccc2)ccnc1Oc1ccccc1	31%[activator]	u	-8%	-11%	1%	0%	-8%	-12%
O=C(c1ccc2snnc2c1)N1CCCC1	x	1%	2%	-4%	0%	-8%	-4%	-3%
CC(C)OC(=O)CN1C(=O)C(C)(C)Oc2ccc(C(=O)NC(C)(C)C)cc21	x	1%	-6%	-4%	-5%	-4%	-8%	-10%
O=C(Cc1ccc(-c2ccccc2)cc1)NCCS(=O)(=O)N1CCN(c2ccc(F)cc2)CC1	x	x	-13%	5%	-12%	x	-2%	6%
CN(C)c1cc[n+](CC(=O)Nc2ccc(Oc3ccccc3)cc2)cc1	25%	-6%	3%	1%	0%	-5%	-10%	-10%
N#Cc1ccc2ccn(CC(=O)NCc3ccco3)c2c1	x	u	-1%	2%	1%	1%	-6%	-7%
Cc1ccc(NC(=O)c2ccccc2-c2ccccc2C(=O)O)cc1C	8%	5%	3%	-2%	2%	-4%	-7%	4%
Cc1cc(Cl)c(OCCCN2CCCCC2)c(Br)c1	-6%	-7%	1%	2%[53 µM]	-3%[53 µM]	-1%	13%	12%
CC1(C(=O)Nc2ccc3ccccc3c2)CC1(Br)Br (stereo unspecified)	18%	-12%	1%	1%	-1%	1%	u	-24%
CN(CCOc1ccc(Cl)cc1)c1ccc(S(=O)(=O)N2CCCCC2)cn1	-1%	u	7%	4%	-1%	4%	0%	-15%
Cc1cccc(OCCn2cnc(Cl)c2Cl)c1	-38%	x	-3%	2%	0%	-1%	6%	-4%
COc1cccc(C2(c3cccc(OC)c3)CC2C(=O)Nc2ccccc2Cl)c1 (stereo unspecified)	5%	-7%	-13%	2%	0%	5%	-14%	-28%
COCCNC(=O)C(C)Oc1ccccc1 (stereo unspecified)	-7%	0%	4%	4%	2%	3%	21%	20%
c1ccc(CNc2nc(N3CCOCC3)nc(N3CCOCC3)n2)cc1	0%	2%	-3%	-1%	-2%	-19%	-13%	2%
